Growth percent in the NCI-60 one-dose screen (48 h, 10 µM unless noted): 100 = growth as untreated, 0 = no growth, -100 = all killed.
HL-60(TB): HL-60(TB) leukemia cells | 78,000 compounds, 9% hits | AID 1794776; active = growth percent below 10
Numbers without * were called inactive; & = joins results of further samples. An excerpt; rates above refer to the full screens.

SMILES,HL-60(TB)
BrCCCc1n(Cc2ccc3ccccc3c2)c2ccccc2[n+]1Cc1ccc2ccccc2c1,-54.9*
O=C(/C=C/c1ccccc1F)c1c(O)c2ccccc2oc1=O,80.7
O=C1CCCCC1(c1ccccc1)c1ccccc1,105.9
NC(N)=Nc1nc2ccc(Cl)cc2[nH]1,103.5
Cc1cccc[n+]1C,126.8&131.3
CCCCCCCNC(=O)CCCNc1ncnc2c1ncn2-c1ccccc1,85.8
CCCCC(=O)OC1CCCCC1C (stereo unspecified),116.7
C=CCOCC(O)CN(CCCC)CCCC (stereo unspecified),113.2
O=C1/C(=C/c2ccc(N3CCCCC3)cc2)Cc2cc3c(cc21)OCO3,108.6
CC[n+]1cccc(O)c1,80.5
COc1ccc(N=Nc2c(N)nn3c(-c4ccc(OC)c(OC)c4)c4c(N)c(C(C)=O)c(-c5ccccc5)nc4nc23)cc1,117.2
CCOCc1nc(N)nc(N)c1-c1cccc(Cl)c1,90.0
CC1=CN2C(=NC3=C(CCC/C3=C\c3ccc(Cl)cc3)C2c2ccc(Cl)cc2)S1 (stereo unspecified),104.9
COc1ccc(/C=C2\Oc3cc(OCCCN4CCCCC4)ccc3C2=O)cc1OC,99.9
C=C(C[C@](O)(C(=O)CC)C(=O)Oc1ccccc1)c1ccccc1,107.9

Next part:
SMILES,HL-60(TB)
COc1c(C=O)c(O)cc2oc(-c3ccc(Cl)cc3)cc(=O)c12,79.5
Cc1ccc(S(=O)(=O)OC(CCC#N)C(CCC#N)OS(=O)(=O)c2ccc(C)cc2)cc1 (stereo unspecified),94.9
CNC(=O)c1cc(Oc2ccc3nc(Nc4ccc(F)c(F)c4)ccc3c2)ccn1,71.2
Cn1cc(NC(=O)c2cc(NC(=O)c3ccc(C#Cc4ccccc4)cc3)cn2C)cc1C(=O)NCCCN1CCOCC1,-67.0*
CC(C)CC(=O)Nc1ccccc1-c1ccccc1,92.1
S=c1[nH]nc(Cn2c3ccccc3c3ccncc32)o1,87.6
C=C(C)[C@@H]1CC[C@]2(C(=O)NC3CCCCC3)CC[C@]3(C)[C@H](CC[C@@H]4[C@@]5(C)CC[C@H](N)C(C)(C)[C@@H]5CC[C@]43C)[C@@H]12,74.5
CCCCc1nc2c(N)nc3ccccc3c2n1Cc1ccc(OC)cc1,31.0
C/C(=N/NC(=O)c1cc2ccccc2oc1=N)c1ccc(Br)cc1,94.1
CCN(CC)CCN1C(=O)c2c(c3c4ccccc4[nH]c3c3ccc4ccccc4c23)C1=O,-23.7*
CC[n+]1c(/C=C/c2ccc(N3CCCC3)cc2)cccc1/C=C/c1ccc(N2CCCC2)cc1,-20.8*
CC(=O)c1ccc(-n2c(=O)c3ccccc3c3ccccc3c2=O)cc1,105.3
Cn1c(=O)c2c(nc(Cl)n2C)n(C)c1=O,92.6
C[n+]1ccc(/C=N/O)cc1,108.4
CCOC(=O)CC[C@H](NC(=O)c1ccc(NC(=O)Cn2c(C)nc3c(c(C)nn3-c3ccc(Cl)cc3)c2=O)cc1)C(=O)OCC,101.4

The listing continues.
SMILES,HL-60(TB)
CCN(CC)CCCNc1cccc2c(OC)ccnc12,65.5
CCCCCCCCNc1cccc2c1C(=O)c1ccccc1C2=O,73.0
COC1CCC2CC(C(=O)N3CCC(CC(=O)NCC4CCC5OCOC5C4)CC3)NC2C1 (stereo unspecified),82.5
CCCCCCCCCc1ccc(OCCOCCOCCOCCOCCOCCOCCOCCOCCO)cc1,-40.9*
CCN(CC)c1ccc(/C=C/c2cc(-c3ccccc3)c3ccccc3n2)cc1,73.1
CC1(C)NCCC[C@]2(C)[C@H]3CC=C4[C@@H]5C[C@](C)(C(N)=O)CC[C@]5(C)CC[C@@]4(C)[C@]3(C)CC[C@@H]12,61.7
O=C(/C=C\c1ccccc1Cl)c1ccccc1,110.5
O=C(N/N=C\c1ccccc1Cl)C(=O)N/N=C\c1ccccc1Cl,106.6
Clc1ccc(-c2nc(N3CCOCC3)c3c4c(sc3n2)CCCC4)cc1,93.1
O=C(O)CCCCCNC(=O)c1nc(-c2ccccc2)n(-c2ccc(F)cc2)n1,99.7
COc1ccc([C@H]2c3[nH]c4ccccc4c3C[C@H]3C(=O)N(CCCCCCC(=O)NO)CC(=O)N23)cc1,5.3*
CC(C)CC1C(=O)NC(=S)N1c1n[nH]c(=O)c2c1C(c1ccc(Cl)cc1)NN2 (stereo unspecified),111.1
CCCCCc1ccc(S(=O)(=O)Nc2cccc(-c3csc(NC(=O)CN4CCN(C)CC4)n3)c2)cc1,35.8
Cc1cccc(N2CCN(C3=NC(=O)/C(=C\c4cn[nH]c4-c4ccccc4)S3)CC2)c1,94.2
NCCN1C(=O)c2cccc3c(-c4ccc5c(c4)ncn5C4CCCCC4)ccc(c23)C1=O,97.9

More results follow.
SMILES,HL-60(TB)
COc1cc(/C=C2\COc3ccc(O)cc3C2=O)cc(OC)c1,18.4
O=C(Nc1ccc(-c2nc(-c3cccc(OCCN4CCOCC4)c3)c(-c3ccnc(Br)c3)[nH]2)cc1)c1ccccc1,-41.2*
O=S(=O)(c1ccc(N/N=C\c2cccc3ccccc23)cc1)c1ccc(N/N=C/c2cccc3ccccc23)cc1,90.8
CC(C)(C)Nc1nc2c(OCCc3ccccc3)cccn2c1-c1ccc(Cl)cc1,-27.8*
CC1CCN(C(=O)CC#N)CC1,102.1
C#CCOC(=O)/C=C/c1cn(-c2ccccc2)nc1-c1ccc(Cl)cc1,97.8
CC1=CC(C)(C)NC(=S)N1c1ccc2ccccc2c1S(=O)(=O)O,121.4
COc1ccc(NC(=O)c2ccc(NC3=C(c4ccc(Cl)cc4)C(=O)NC3=O)cc2)cc1,80.3
Cc1ccc2c(c1)C(C)(O)CCC2 (stereo unspecified),113.2
O=C1CC=C2C3CC4N(CCC45c4cc(O)c(O)cc4N1C25)C/C3=C\CBr (stereo unspecified),91.6
CC(N)CCCCc1ccccc1 (stereo unspecified),99.3
CC1(C)CN=C(NN=C(/C=C/c2ccc(C(F)(F)F)cc2)/C=C/c2ccc(C(F)(F)F)cc2)NC1,-59.7*
COc1ccc(C2C3=C(COC3=O)N(CCO)c3cc4c(cc32)OCCO4)cc1 (stereo unspecified),82.1
CS(=O)(=O)c1cccc(-c2c(-c3cccc(OCC(=O)c4ccccc4)c3)nc3sccn23)c1,106.6
CN=C(NN)NN,119.0

(further entries)
SMILES,HL-60(TB)
O=C(CSc1oc(-c2ccccc2)nc1S(=O)(=O)c1ccc(Br)cc1)NC1CCCCC1,79.7
Cc1ncc(C(O)c2ccccc2)n1Cc1ccccc1 (stereo unspecified),94.5
Cc1cc(C)c(Sc2c(C)cc(C)cc2C)c(C)c1,102.3
CCCCCCCCCCCCCCCCNC(=O)Nc1ccc(C)c(NC(=O)NCCCCCCCCCCCCCCCC)c1,98.8
CC1=C(Nc2ccc(F)cc2)C(=O)OC1C (stereo unspecified),75.5
COc1ccc(C2c3[nH]c4ccccc4c3C(c3ccc(OC)c(OC)c3)c3c2[nH]c2ccccc32)cc1OC (stereo unspecified),99.2
O=c1oc2ccc3ccccc3c2cc1C1=CC=NC2SC=CN12 (stereo unspecified),93.1
Cc1cc2c(c(C)c1Cl)C(=O)/C(=C/c1ccco1)O2,97.5
CC(C)CCNCCO,109.3
N#C[C@]1(CCCC2CC3C=CC2C3)CC2C=CC1C2 (stereo partly specified),111.5
O=C1CC2(CCCc3sccc32)C(=O)N1 (stereo unspecified),87.7
Nc1nc(SCc2ccccc2CCl)c2[nH]cnc2n1,88.4
CCOC(=O)Nc1c2ccccc2nc2ccccc12,93.6
S=C(N/N=C/c1ccc[nH]1)NNC(=S)Nc1ccccc1,97.5
CC(=O)OC(OC(C)=O)C(CSC#N)SC#N (stereo unspecified),62.5

(more compounds)
SMILES,HL-60(TB)
C/C(O)=C(/C=N\C(=S)Nc1ccc(S(=O)(=O)Nc2nccs2)cc1)C(=O)Nc1ccccc1C,104.8
COc1cnc2c(c1)C(=O)c1c-2n(CCCN2CCOCC2)c(=O)c2cc(F)ccc12,-10.2*
O=S1c2ccccc2Oc2ccccc21,87.9
Cc1ccc(S(=O)(=O)N[C@H]2CC[C@H]3[C@@H]4CCc5cc(O)ccc5[C@H]4CC[C@]23C)cc1,54.0
CC/C=C\C[C@H](O)C/C=C1\CC(CCO)=CC1=O,96.7
COc1ccc(C(O)CN2CCCCC2)c2c1CCCC2 (stereo unspecified),75.9
CC(C)=Cc1cc(-c2cc(C=C(C)C)[nH]n2)n[nH]1,92.5
COC(=O)[C@@]1(C)CC[C@]2(C)CC[C@]3(C)C(=CC(=O)[C@@H]4[C@@]5(C)Cc6c(n(CC#CCN7CCNCC7)c7ccccc67)C(C)(C)[C@@H]5CC[C@]43C)[C@@H]2C1,105.0
CCCCCCCCn1cc2c(N[C@H](C)c3ccccc3)ncnc2n1,116.3
C/C(=N/O)c1ccc(NC(=O)CSc2nnc(-c3cc(-c4ccccc4)nc4ccccc34)o2)cc1,68.6
COc1ccc(C2C(=O)c3ccccc3C2=O)cc1,94.7
COc1ccc(/C=N/NC(=O)CN2CCN(c3cc4c(cc3F)c(=O)c(C(=O)O)cn4C3CC3)CC2)cc1O,92.0
CC1C=CC(C)C(C(=O)c2ccccc2)C1C(=O)c1ccccc1 (stereo unspecified),91.6
C(=N\Nc1ncc(-c2cc3cc4c(cc3o2)OCO4)s1)/c1c[nH]c2ccccc12,2.3*
O=S(=O)(O)c1ccc2ccc(O)cc2c1,98.3

Gathered by group: the entries above with a thiophene ring, fused or not
SMILES,HL-60(TB)
Clc1ccc(-c2nc(N3CCOCC3)c3c4c(sc3n2)CCCC4)cc1,93.1
O=C1CC2(CCCc3sccc32)C(=O)N1 (stereo unspecified),87.7

Continuation:
| Structure | HL-60(TB) |
| --- | --- |
| O=c1/c(=C\c2ccc(-c3cc(Cl)cc(Cl)c3)o2)sc2nc(-c3ccco3)nn12 | 108.5 |
| CC1(COc2ccc3ncc(C#Cc4cncc(C(=O)Nc5cc(C(C)(C)C)on5)c4)n3n2)COC1 | 23.0 |
| CCCCCNC(=O)c1ccc(C)cc1 | 110.3 |
| NS(=O)(=O)c1ccc(-c2cc(-c3nnc(SCC(=O)c4ccccc4)n3-c3ccccc3)c3ccccc3n2)cc1 | 85.6 |
| CCOC(=O)CSc1nc2sc3c(c2c(=O)n1-c1ccc([N+](=O)[O-])cc1)CCCCC3 | 88.4 |
| O=C(Nc1ccc(-c2ccc3c(c2)NC(=O)/C3=C\c2ccc[nH]2)cc1)NC1CC1 | 98.3 |
| O=S(=O)(NCCNc1nccc(-n2ccc3cccnc32)n1)c1ccc(Cl)cc1 | 98.2 |
| COC(=O)c1ccc(CNc2nc(=O)n(Cc3ccc(Cl)cc3)c(=O)[nH]2)cc1 | 116.2 |
| Nc1nc(Cl)c2[nH]c(Cl)nc2n1 | 88.1 |
| CCCCCCN1C=C/C(=C\C(=O)n2ccc3ccccc32)c2ccccc21 | 24.7 |
| O=C(O)CCCCCCCCCCN1C(=O)/C(=C/c2cnc(-c3ccc(Cl)cc3)s2)SC1=S | 33.7 |
| NC(=O)SCC(=O)NNc1ccccc1 | 101.1 |
| c1ccc(C[Si](Cc2ccccc2)(Cc2ccccc2)Cc2ccccc2)cc1 | 76.0 |
| CCC1(C)OC(=O)NC1=O (stereo unspecified) | 112.3 |
| CCN1CCN(CC(=O)Nc2nc3ccc(N)cc3s2)CC1 | 100.7 |
| O=[N+]([O-])c1ccc(C(c2ccc([N+](=O)[O-])cc2)[n+]2ccccc2)cc1 | 97.9 |
| C=CCc1cc(OC)c(O)c(C(=O)OCC)c1 | 68.4 |
| CO[C@H]1CC(c2ccc[nH]2)=N[C@]12O[C@@H](C)C[C@@H]1CCCCCCCc3ccc([nH]3)[C@H]12 | 17.5 |
| COc1cc2c(cc1OC)C(c1c(-c3c(Cl)cccc3Cl)noc1C)=NCC2 | 75.0 |
| CCOC(=O)c1ccc(NC(C)=O)o1 | 80.6 |

The listing continues.
| Structure | HL-60(TB) |
| --- | --- |
| CN(C)c1nc(C(=O)O)cc(=O)[nH]1 | 104.1 |
| COc1cc(C)cc2c1OC(c1ccccc1)CC2=O (stereo unspecified) | 62.1 |
| Cc1ccc(-c2nc3cc4nc5ccccc5[nH]c4cc3n2)cc1 | 101.7 |
| C=C1CC[C@@H]2[C@]3(C)COC(c4cn[nH]c4-c4cccc(F)c4)O[C@@H]3CC[C@@]2(C)[C@@H]1C/C=C1/C(=O)OCC1O (stereo partly specified) | 61.9 |
| Cc1cc(C#Cc2ccc(C(C)(C)C)cc2)ccc1-n1c(/C=C/c2ccnc3ccccc23)nc2ccccc2c1=O | 98.9 |
| COC(=O)c1ccccc1NC(=O)c1ccccc1 | 103.7 |
| COC(=O)[C@]12CC[C@@H](C(C)=O)[C@@H]1[C@H]1CC[C@@H]3[C@@]4(C)c5c([nH]c6ccccc6c5=O)C(C)(C)[C@@H]4CC[C@@]3(C)[C@]1(C)CC2 | 85.3 |
| O=C1c2ccccc2C(=O)c2cc(Cn3c[n+](Cc4ccc5c(c4)C(=O)c4ccccc4C5=O)c4ccccc43)ccc21 | 100.2 |
| C#CC(C)(O)C(C)C (stereo unspecified) | 90.8 |
| O=C1c2ccccc2-c2c1c1cnccc1c(=O)n2CCCn1ccnc1 | 111.7 |
| CCC(C)n1c(C)cc(=O)n1C(C)CC (stereo unspecified) | 94.1 |
| CCCC(N)=O | 104.8 |
| COc1cccc(-c2nn(-c3ccccc3)cc2-c2ccnc(NCCCNC(=O)c3ccccc3)c2)c1 | 23.8 |
| N=C(N)c1ccc(Oc2ccc(C(=N)N)cc2)cc1 | 128.0 |
| CC(C)COC(=O)c1ccc(NC(=O)CN(C)c2ccccc2)cc1 | 67.0 |
| Oc1c(-c2nnc(-c3ccccc3Cl)o2)sc2nnc(-c3ccccc3)c(-c3ccccc3)c12 | 52.5 |
| CCCNc1cc(=S)nc(N)[nH]1 | 98.6 |

Quoted at random: seven compounds from above.
| Structure | HL-60(TB) |
| --- | --- |
| COc1cc(C)cc2c1OC(c1ccccc1)CC2=O (stereo unspecified) | 62.1 |
| C=C1CC[C@@H]2[C@]3(C)COC(c4cn[nH]c4-c4cccc(F)c4)O[C@@H]3CC[C@@]2(C)[C@@H]1C/C=C1/C(=O)OCC1O (stereo partly specified) | 61.9 |
| CCCC(N)=O | 104.8 |
| CN(C)c1nc(C(=O)O)cc(=O)[nH]1 | 104.1 |
| COc1cccc(-c2nn(-c3ccccc3)cc2-c2ccnc(NCCCNC(=O)c3ccccc3)c2)c1 | 23.8 |
| Cc1cc(C#Cc2ccc(C(C)(C)C)cc2)ccc1-n1c(/C=C/c2ccnc3ccccc23)nc2ccccc2c1=O | 98.9 |
| C#CC(C)(O)C(C)C (stereo unspecified) | 90.8 |
